TR SRC2 fluor cs: alters Texas Red total fluorescence, flagging assay interference | TRb/SRC2 Texas Red total fluorescence interference | AID 1479 | hit rate 0.29% among 280,000 | Potency, µM (doses to about 106 µM), without a hit: at the top dose fluorescence change, negative = quenching; active = well fitted curve in either direction with a large enough effect; inconclusive = small, poorly fitted or top-dose-only effect; note: % is set by controls: 0 for no effect and ±100 for the full control effect
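Human TRb ligand-binding domain at 0.6 uM with 20 nM Texas Red SRC2 peptide in Tris buffer containing 1 uM T3 and 5% DMSO, incubated with compound 5 h at ambient temperature. Total fluorescence (555/632 nm) calculated as parallel + 2 × perpendicular.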
TRb-SRC2 inh: disrupts binding of human TR beta to SRC2. P10828. TRbeta-SRC2 peptide binding, fluorescence polarization; receptor liganded with 1 µM T3. Potency, µM (top dose mostly 106 µM), for the others: top-dose activity change, negative = inhibition, actives largely listed as inhibitors. hit rate 0.065% among 280,000;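 note: plate controls were bound peptide for no effect and peptide without receptor for full effect; nearly all actives have a fitted effect of over 50% in size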
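Each compound concentration gave % activity, normalized to unbound and bound Texas Red SRC2 controls, from polarization read after 5 hr ambient incubation with T3-loaded human TRb LBD.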
Tau fluor cs: counter-screen for tau fibril formation inhibitors; tau K18 P301L Alexa594 fluorescence, heparin fibrillization; Potency, µM (titrated, usually from 57.7 µM), inactives show at the top dose activity change, negative = decrease; hit rate 0.93% among 280,000; AID 1463; note: % is set by controls: 0 for no effect and ±100 for the full control effect; nearly all actives have a fitted effect of over 55% in size
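Human K18 P301L tau (15 uM unlabeled plus 0.24 uM Alexa 594-labeled, final) in 100 mM sodium acetate pH 7 was mixed with compound and 20 uM heparin and incubated 6 hr at 37 C.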
HTT cytoprotect: Huntington cell model cytoprotection by ATP luminescence; hit rate 0.14% among 230,000; Potency, µM (top dose mostly 56.4 µM), for the others: cytoprotection (ATP increase), actives largely listed as activators; PC12 HTT-Q103 induced, cytoprotection, ATP luminescence, 40 h;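 note: % of control where 0% means no effect; nearly all actives have a fitted effect of over 45% in size; toxic huntingtin expression switched on by the ecdysone agonist tebufenozide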
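ATP quantification (ATPlite) reports survival of PC12 cells in which tebufenozide, 100 nM final, switches on Htt exon 1 with 103 glutamines linked to GFP; compounds are titrated.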
RECQ1 inh: RECQ1 (human) helicase inhibition | P46063 | RECQ1 DNA unwinding, red fluorescence kinetic read | Potency, µM (series often up to 57.3 µM), for the others: at the highest dose activity, negative = inhibition, hits mostly inhibitors | hit rate 0.54% among 240,000;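 note: plate controls were vehicle for no effect and no enzyme for full effect; nearly all actives have a fitted effect of over 30% in size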
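50 nM RECQ1T1 preincubated 15 min with compound in Tris pH 8.0 buffer with MgCl2, DTT, Tween-20 and 2.5 ug/ml poly(dI-dC); started with 200 nM TAMRA/BHQ-2 forked duplex and 2 mM ATP. Unwinding read as fluorescence (525/598 nm), two reads 2 h apart.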
L3MBTL1 inh: L3MBTL1 (human) inhibition; hit rate 0.66% among 230,000; Potency, µM (series often up to 57.1 µM), for the others: top-dose activity, negative = inhibition, most hits filed as inhibitors; AlphaScreen L3MBTL1–H3K9me1 peptide binding; note: % is set by controls: 0 for no effect and ±100 for the full control effect; nearly all actives have a fitted effect of over 60% in size
Target sequence (Q9Y468 whole entry, looked up): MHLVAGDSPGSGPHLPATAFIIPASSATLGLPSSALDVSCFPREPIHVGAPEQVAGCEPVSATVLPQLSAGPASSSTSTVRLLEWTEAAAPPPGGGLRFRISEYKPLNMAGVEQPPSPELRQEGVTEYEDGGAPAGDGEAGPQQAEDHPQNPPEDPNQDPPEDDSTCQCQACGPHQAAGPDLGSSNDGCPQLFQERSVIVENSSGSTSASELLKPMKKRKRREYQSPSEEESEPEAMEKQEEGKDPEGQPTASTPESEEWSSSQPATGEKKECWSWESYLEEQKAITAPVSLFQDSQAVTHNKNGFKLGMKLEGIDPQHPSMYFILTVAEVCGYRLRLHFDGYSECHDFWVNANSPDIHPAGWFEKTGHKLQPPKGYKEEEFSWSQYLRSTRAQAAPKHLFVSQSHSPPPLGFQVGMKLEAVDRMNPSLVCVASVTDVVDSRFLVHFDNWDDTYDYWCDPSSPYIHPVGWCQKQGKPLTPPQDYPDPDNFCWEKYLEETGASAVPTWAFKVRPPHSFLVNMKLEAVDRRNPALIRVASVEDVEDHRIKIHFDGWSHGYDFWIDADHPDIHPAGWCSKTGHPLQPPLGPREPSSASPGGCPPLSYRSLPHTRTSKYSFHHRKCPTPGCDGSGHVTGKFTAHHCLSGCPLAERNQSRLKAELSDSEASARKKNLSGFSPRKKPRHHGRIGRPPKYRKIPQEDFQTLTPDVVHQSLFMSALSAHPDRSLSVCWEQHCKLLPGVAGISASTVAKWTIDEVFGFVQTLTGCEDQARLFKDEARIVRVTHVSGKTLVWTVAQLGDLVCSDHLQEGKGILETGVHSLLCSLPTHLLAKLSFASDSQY
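L3MBTL1 (50 nM) pre-complexed 30 min with biotinylated H3(1-15)K9me1 peptide (75 nM), then compounds added for 30 min at room temperature; AlphaScreen streptavidin donor/nickel chelate acceptor beads (10 ug/mL final) read after 30 min dark incubation.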
Tau fibril ThT: inhibitors of human tau fibril formation, thioflavin T binding. P10636. recombinant tau K18 P301L (four-repeat tau fragment), heparin-induced fibrillization, ThT fluorescence. Potency, µM (top dose mostly 57.4 µM), for inactives: at the top dose activity, negative = inhibition, usual class: inhibitors. hit rate 2.1% among 270,000. AID 1460; note: % is set by controls: 0 for no effect and ±100 for the full control effect; nearly all actives have a fitted effect of over 55% in size
Target sequence (P10636 561-689 P618L limits assumed): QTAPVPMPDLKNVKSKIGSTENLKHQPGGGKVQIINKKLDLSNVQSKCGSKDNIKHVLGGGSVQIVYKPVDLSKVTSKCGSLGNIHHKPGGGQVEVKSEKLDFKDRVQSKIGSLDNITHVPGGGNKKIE
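Recombinant human tau K18 fragment […] carrying P301L, 15 uM unlabeled plus 0.24 uM Alexa 594-labeled, was fibrillized with 20 uM heparin in 100 mM sodium acetate pH 7 for 6 hr at 37 C; 30 uM ThT fluorescence read after 1 hr.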
Tau fibril FP: blocks human tau fibril formation measured by polarization; hit rate 0.39% among 280,000; P10636; AID 1468; K18 P301L tau heparin fibrillization, Alexa594 FP, 6 h; Potency, µM (doses to about 57.7 µM), for the others: at the highest dose activity, negative = inhibition, usual class: inhibitors; note: % is set by controls: 0 for no effect and ±100 for the full control effect; nearly all actives have a fitted effect of over 55% in size
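Human K18 P301L fragment (15 uM unlabeled plus 0.24 uM Alexa 594-labeled) in 100 mM sodium acetate pH 7 with compound, aggregation induced by 20 uM heparin for 6 hr at 37 C. ThT (30 uM) added for 1 hr, then Alexa 594 FP read.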
Starred values were filed as active, the others as inactive; i = inactive; ? = inconclusive; nt = no result given; [ ] = remark or other dose. Unless noted, calls come from the whole dose curve; as a rule, active = well fitted curve in the direction sought with a large enough effect; inconclusive = small, poorly fitted or top-dose-only effect, or another doubt; inactive = no such curve, though single readings can be large; an effect the other way counts as inactive or inconclusive. Potency is the fitted concentration of half-maximal effect. Only part of the results is shown; the hit share may differ from the screen's.

Each structure is followed by: TR SRC2 fluor cs	TRb-SRC2 inh	Tau fluor cs	HTT cytoprotect	RECQ1 inh	L3MBTL1 inh	Tau fibril ThT	Tau fibril FP
O=C1CCCC2=C1C(c1ccsc1)CC(=O)N2c1ccccc1 (configuration not stated)
 : -7.7%	-5.3%	4.0%	-8.8%	-3.6%	-5.2%[11.4 µM]	-0.4%	-0.6%
O=C(O)COCC(=O)N1CCN(C2c3ccccc3-c3ccccc32)CC1
 : -1.4%	-10.2%	1.1%	-7.4%[10 µM]	-3.6%	-1.4%	-4.0%	-4.6%
CCC(C)NCCOCCSc1ccc(Cl)cc1 (configuration not stated)
 : 5.0%	-2.3%	-0.2%	-10.5%	i	6.6%	-7.5%	4.8%
COc1ccc(NC(=O)CSC2=Nc3ccccc3C3=NC(CCC(=O)NCc4ccc(F)cc4)C(=O)N23)cc1Cl (configuration not stated)
 : 0.6%	-4.5%	?	nt	nt	nt	-7.3%	1.1%
COc1ccc(C(=O)C2CCCN(S(=O)(=O)C(C)C)C2)c(C)c1 (configuration not stated)
 : -0.9%[53 µM]	3.4%[53 µM]	-5.1%	-3.1%[10 µM]	-5.3%	8.4%	-3.6%	-4.3%
N#CCCN(C(=O)COC(=O)c1ccc(CNS(=O)(=O)c2ccc(F)c(Cl)c2)cc1)c1ccc(F)cc1
 : 0.5%	-16.3%	3.5%	20.5%[10 µM]	-5.9%	-3.0%	3.5%	3.6%
CN(CC(=O)N1CCN(c2ccccn2)CC1)S(=O)(=O)c1ccccc1
 : -8.4%	-2.3%	4.2%	-9.5%	-5.8%	nt	-5.2%	-9.1%
O=C1CC(O)(C(F)(F)F)Oc2c1ccc1ccccc21 (configuration not stated)
 : -2.9%	6.3%	0.3%	-12.4%	i	nt	?	-0.9%
Cc1ccc(C(=O)CC2(O)C(=O)N(Cc3ccc4c(c3)OCO4)c3ccccc32)cc1 (configuration not stated)
 : -1.1%	2.7%	-17.4%	-6.0%	0.0%	-3.6%	-16.2%	3.5%
CC(C)CNC(=S)N1CCC(c2nc(-c3ccc(F)cc3)no2)CC1
 : -1.9%	11.7%	-23.1%	-97.0%[inhibitor]	-2.1%	1.1%	-0.1%	0.6%
COc1ccc(/C=C(/C#N)c2nc(-c3cc4ccccc4oc3=O)cs2)cc1
 : 5.0%	1.0%	-13.9%	nt	nt	nt	-22.6%	?
COc1ccccc1NC(=O)N(Cc1nnc2n1CCCCC2)c1ccc(F)cc1
 : -2.1%	7.0%	10.5%	nt	nt	nt	8.3%	6.0%
COc1ccc(-c2cn3c(n2)sc2cc(C(=O)Nc4ccc(C)c(C)c4)ccc23)cc1
 : 7.9%	-4.2%	-14.7%	nt	nt	nt	4.0%	-1.3%
COc1cccc(CNC(=O)CCS(=O)(=O)c2cccc3nonc23)c1
 : -3.6%	0.8%	-2.0%	9.2%	0.8%	5.3%	-4.3%	2.6%
CCn1c(=S)[nH]c2cc(C(=O)OC)ccc2c1=O
 : -0.5%	-2.5%	-6.7%	-12.8%	-2.5%	nt	-6.7%	2.5%
CCOC(=O)C1=C(N)Oc2c(oc(CO)cc2=O)C1c1ccc(F)cc1 (configuration not stated)
 : -1.8%	-0.3%	2.4%	-9.7%[10 µM]	-4.3%	?	0.7%	2.1%
COc1cccc(-c2cc(=O)c3cc(NC(=O)c4ccc(C)cc4)ccc3[nH]2)c1
 : ?	-10.3%	-10.0%[81.3 µM]	-326.4%[inhibitor]	i	nt	?	?
CN(C)CCCNC(=O)/C=C/c1ccc2c(c1)OCO2
 : 0.3%	-7.8%	6.1%	27.9%[0.074 µM]	10.3%	-0.6%	1.0%	-6.5%
Cc1oc2c(c1C(=O)NCc1ccccc1F)C1=NCCN1C=N2
 : 0.6%	-1.9%	0.6%	nt	nt	nt	-2.2%	6.1%
COc1ccccc1N1CC(C(=O)Nc2ccc(S(=O)(=O)N3CCOCC3)cc2)CC1=O (configuration not stated)
 : -1.7%	0.7%	-4.1%	10.1%	-10.1%	nt	-6.9%	2.9%

Reprinted at random: 6 entries already listed.
Each structure is followed by: TR SRC2 fluor cs	TRb-SRC2 inh	Tau fluor cs	HTT cytoprotect	RECQ1 inh	L3MBTL1 inh	Tau fibril ThT	Tau fibril FP
COc1cccc(-c2cc(=O)c3cc(NC(=O)c4ccc(C)cc4)ccc3[nH]2)c1
 : ?	-10.3%	-10.0%[81.3 µM]	-326.4%[inhibitor]	i	nt	?	?
COc1ccccc1N1CC(C(=O)Nc2ccc(S(=O)(=O)N3CCOCC3)cc2)CC1=O (configuration not stated)
 : -1.7%	0.7%	-4.1%	10.1%	-10.1%	nt	-6.9%	2.9%
CCOC(=O)C1=C(N)Oc2c(oc(CO)cc2=O)C1c1ccc(F)cc1 (configuration not stated)
 : -1.8%	-0.3%	2.4%	-9.7%[10 µM]	-4.3%	?	0.7%	2.1%
CCn1c(=S)[nH]c2cc(C(=O)OC)ccc2c1=O
 : -0.5%	-2.5%	-6.7%	-12.8%	-2.5%	nt	-6.7%	2.5%
COc1ccccc1NC(=O)N(Cc1nnc2n1CCCCC2)c1ccc(F)cc1
 : -2.1%	7.0%	10.5%	nt	nt	nt	8.3%	6.0%
CN(C)CCCNC(=O)/C=C/c1ccc2c(c1)OCO2
 : 0.3%	-7.8%	6.1%	27.9%[0.074 µM]	10.3%	-0.6%	1.0%	-6.5%

Next part.
Each structure is followed by: TR SRC2 fluor cs	TRb-SRC2 inh	Tau fluor cs	HTT cytoprotect	RECQ1 inh	L3MBTL1 inh	Tau fibril ThT	Tau fibril FP
CCCc1nc2c(=O)n(C)c(=O)[nH]c2n1C
 : -2.4%	-0.8%	-9.6%	15.1%	-17.7%	nt	-10.1%	-5.0%
CCN1CCCC1CNC(=O)c1cc2c(C)nc3ccccc3c2o1 (configuration not stated)
 : 2.5%	-15.7%	-5.1%	10.2%	46.6%[activator]	44.8%[activator]	4.8%	-15.7%
O=C(c1ccco1)N1CCN(C(c2ccc(Cl)cc2)c2nnnn2CC2CCCO2)CC1 (configuration not stated)
 : 1.7%	-6.8%	-0.4%	2.0%	6.9%	nt	0.1%	-2.5%
O=C(COc1ccccc1Cl)Nc1nnc(S(=O)(=O)N2CCCCCC2)s1
 : 3.8%	-13.3%	-17.2%	nt	nt	-2.8%	?	-0.6%
CCOC(=O)c1c(C)[nH]c(CCC(=O)NCc2cc(OC)c(OC)c(OC)c2)c1C
 : 1.0%	-3.1%	-0.6%	nt	nt	nt	-0.4%	2.2%
COC(=O)N/N=C/c1ccc(-c2cccc(Cl)c2)o1
 : -5.9%	-14.8%	-24.7%	20.1%[0.074 µM]	i	-1.0%	?	-0.1%
COc1ccc(Cl)cc1C(=O)NCC(C)C
 : 1.1%	-17.4%	5.9%	-24.5%	-11.8%	4.5%	3.0%	5.6%
Cc1ccccc1CS(=O)(=O)c1cn(CC(=O)N2CCC(C)CC2)c2ccccc12
 : -2.7%	4.2%	-3.7%	17.6%[10 µM]	-8.7%	3.1%	-2.5%	-0.9%
O=C(O)Cc1ccc(NC(=O)c2ccc(NC(=O)c3ccco3)cc2)cc1
 : -5.5%	-4.7%	-0.2%	-27.3%	i	nt	-7.9%	5.6%
COC(=O)N1N=C(c2ccc(Br)cc2)CC1(O)C(F)(F)F (configuration not stated)
 : 0.1%	6.0%	6.8%	-10.0%[0.074 µM]	-3.7%	3.5%	0.5%	-3.3%
c1ccc(-n2nnnc2-c2cccnc2)cc1
 : -4.3%	-5.8%	-22.6%	-8.1%	0.9%	45.1%[activator]	-16.9%	-8.2%
O=C(Nc1cccnc1)c1cc2cc(Br)ccc2oc1=O
 : -10.3%	-3.5%	-12.5%	nt	i	-5.6%	?	2.7%
CC(C)C[C@@H]1NC(=O)[C@H](C(C)C)NC(=O)c2cc([N+](=O)[O-])cc(I)c2OCC[C@@H](C(N)=O)NC1=O
 : -2.7%	-2.9%	-5.2%	nt	-5.0%	-6.8%	-8.8%	3.6%
Cc1cc(C)cc(NC(=O)C2CCN(S(=O)(=O)c3cccc(-c4noc(C)n4)c3)CC2)c1
 : -6.4%	-9.4%	-25.0%	nt	nt	nt	8.4%	0.3%
O=C(NCCCN1CCN(c2ccccc2F)CC1)C1CCC(=O)N1C1CCCC1 (configuration not stated)
 : -0.3%	8.6%	-6.4%	-32.2%[inhibitor]	-2.2%	3.0%	-9.6%	3.1%
COc1cc(/C=C/c2ccc3c(Br)cc(Br)c(O)c3n2)ccc1O
 : 0.0%	1.8%	5.01µM*[quencher]	8.3%[10 µM]	-16.9%	1.9%	3.55µM*	1.1%
CC(=O)Nc1ccc(S(=O)(=O)N2CCN(CC(=O)N3CCOCC3)CC2)cc1
 : 3.7%	-7.7%	-4.4%	4.6%[10 µM]	-8.2%	12.9%	-8.1%	13.5%
CC1CCc2c(sc(NC(=O)Cn3nnc(-c4ccc(C(F)(F)F)cc4)n3)c2C#N)C1 (configuration not stated)
 : 1.1%	0.1%	-10.5%	nt	nt	nt	5.6%	-12.2%
Cc1ccc(C)c(S(=O)(=O)NCc2cccnc2)c1
 : -6.3%	-7.8%	2.9%	13.1%[10 µM]	-4.1%	4.8%	1.6%	9.5%
COCCCN=Cc1c(C)[nH]n(-c2ccc(Br)c(C)c2)c1=O
 : 3.8%	4.7%	-17.1%	nt	-10.4%	-10.6%	-7.3%	3.0%
Cc1ccc(-n2nnnc2Sc2nc([N+](=O)[O-])nn2C)cc1C
 : -4.3%	0.8%	-7.8%	10.4%	-16.3%	1.9%	-1.3%	-7.8%
COc1ccc(Cn2c(C(=O)O)c(CNCCc3ccco3)c3ccc(C)cc32)cc1
 : 0.6%	0.9%	-6.7%	nt	nt	nt	-6.4%	0.0%
